High-throughput results deposited in PubChem BioAssay by National Center for Advancing Translational Sciences (NCATS).
UDG counter = Primary qHTS assay for inhibitors of Activation Induced Cytidine Deaminase (AID): UDG Counterscreen signal | Uracil-DNA glycosylase | FRET deamination/UDG coupled assay, UDG read, 4 h | Potency, µM (top dose mostly 115 µM), for inactives: top-dose activity change, negative = inhibition, actives largely listed as inhibitors | 91,000 compounds, 0.14% hits; also: nearly all actives have a fitted effect of over 65% in size
AID inh = Primary qHTS assay for inhibitors of Activation Induced Cytidine Deaminase (AID): AID signal; AID deamination FRET fluorescence, UDG-coupled, 4 h; Potency, µM (top dose mostly 115 µM), without a hit: top-dose activity change, negative = inhibition, hits mostly inhibitors; 91,000 compounds, 0.32% hits; AID 1347428, 2020; also: nearly all actives have a fitted effect of over 25% in size
Target sequence (Q9GZX7 whole entry, looked up): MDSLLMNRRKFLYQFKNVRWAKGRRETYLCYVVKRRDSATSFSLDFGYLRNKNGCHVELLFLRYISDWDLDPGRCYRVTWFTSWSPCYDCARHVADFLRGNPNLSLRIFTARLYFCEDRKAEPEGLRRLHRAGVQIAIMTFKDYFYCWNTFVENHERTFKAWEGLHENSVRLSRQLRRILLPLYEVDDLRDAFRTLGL
* hit, by the source's call; ? = inconclusive; & = joins results of further samples; [ ] = dose if it differs, or a comment. Calls follow the shape of the dose curve; as a rule, active = well fitted curve in the direction sought with a large enough effect; inconclusive = small, poorly fitted or top-dose-only effect, or another doubt; inactive = no such curve, though single readings can be large; an effect the other way counts as inactive or inconclusive. % is scaled to controls: 0 for no effect and ±100 for the full control effect; potency is read from the fitted curve at half-maximal effect. The list is partial (hit frequency here may not be typical).

Results follow in this order: UDG counter, AID inh
COc1cc2ccccc2cc1C(=O)N1CCN(c2nc3c(F)cc(F)cc3s2)CC1
 : -14%, ?
COc1cc(C(=O)NC(c2ccc(Cl)cc2)c2cc(Cl)c3cccnc3c2O)cc(OC)c1OC (centres undefined)
 : 4%, 47%[activator]
NC(=O)C1CCCN(CCC(=O)O)C1 (centres undefined)
 : 3%, 0%
O=C(Nc1ccc(F)cc1)c1cccc(N2CCCS2(=O)=O)c1
 : -2%, 6%
CCSc1nc(C(F)(F)F)nc2ccccc12
 : -17%, -7%
Cc1cccc(NC(=O)N2CCC(n3c(C)nc4cccnc43)CC2)c1
 : 28%, 13%
CC1CCCN(c2nnc(NC(=O)Nc3ccc4c(c3)OCCO4)s2)C1 (centres undefined)
 : -6%, 4%
COC(=O)c1ccc(COc2ccc(/C=N/O)cc2OC)cc1
 : -5%, -9%
O=C(/C=C/c1ccc(-c2cccc(Cl)c2Cl)o1)c1ccccc1
 : -7%, -18%
O=C(O)Cc1ccc2[nH]c3ccccc3c2c1
 : -12%, -10%
COC(=O)c1ccc(Cl)cc1NC(=O)N1CCC(CN2CCC(C)CC2)CC1
 : 2%, 0%
COc1cc(/C=C(/C#N)c2nc3ccc(C)cc3[nH]2)cc(OC)c1O
 : -2%, -2%
CN(CC(=O)NC(=O)NC1CC1)c1ccc(C(C)(C)C)cc1
 : 0%, -2%
COc1ccc(NC(=O)Cn2nnc(C(=O)NCc3cccs3)c2N)cc1
 : 1%, 0%
CCCOc1ccc(C2C(=O)N(C3CCCCCC3)CC(=O)N2Cc2ccccc2OC)cc1OC (centres undefined)
 : -7%[57.5 µM], ?
CC(C)CNC(=O)C1CCN(c2oc(-c3ccco3)nc2C#N)CC1
 : -12%, -7%
COc1ccc(C(=O)CSc2nnc(Nc3ccccc3F)s2)c(OC)c1
 : -9%, -4%
CC(C(=O)NC(N)=O)N1CCN(c2ccccc2F)CC1 (centres undefined)
 : -3%, -4%
Cn1c(=O)[nH]c(=O)c2c1nc(NCCc1ccccc1)n2Cc1ccc(F)cc1
 : -7%[57.5 µM], 26%[57.5 µM]
CCOc1ccc(NC(=O)Cn2nnc(C(=O)NCc3cccs3)c2N)cc1
 : 1%, 3%
CCC(C(=O)Nc1nnc2n1CCS2)c1ccccc1 (centres undefined)
 : 1%, 18%
CC(=O)N1CCCc2cc(S(=O)(=O)Nc3ccc(OC(F)(F)F)cc3)ccc21
 : 12%, 12%
O=C1CSc2ccc(C(=O)OCC(=O)NC3CCCc4ccccc43)cc2N1 (centres undefined)
 : 0%, -3%
COc1ccc(CN(C)Cc2ccco2)cc1F
 : -3%, -2%
COc1cccc(/C=C/C(=O)Nc2cccc(CO)c2)c1
 : 10%, 3%
COc1cccc(CSc2nc3n(n2)C(c2cccnc2)C(C(=O)Nc2ccccc2C)=C(C)N3)c1 (centres undefined)
 : -11%[57.5 µM], 5%
O=C(Nc1ccc(C(F)(F)F)cc1)c1cc(S(=O)(=O)NC2CCCCCC2)ccc1F
 : 3%, 9%
CCc1ccc(NCc2cccn2-c2nnc(N3CCCCCC3)s2)cc1
 : -8%, -23%
CC(c1ccc(F)cc1)n1c(-c2cnccn2)n[nH]c1=S (centres undefined)
 : 3%, 3%
COc1ccc(-c2noc(COc3ccc(Br)cc3C)n2)cc1OC
 : -12%, -11%
Cc1ccc(C)c(Nc2nn3c(=O)c4ccc(C(=O)NCCC5=CCCCC5)cc4nc3s2)c1
 : -10%, -29%
COc1ccc(-c2cc(C(=O)O)c3ccc(C)c(C)c3n2)cc1OC
 : -2%, -2%
COc1ccc(-n2c(SCc3ccccc3)nc3c([nH]c4ccccc43)c2=O)cc1
 : 3%, 29%
Cc1cc(-c2ccccc2)nc(SCc2ccc(C#N)cc2)n1
 : -6%, -12%
CCOC(=O)COc1ccc2c(C)c(CCC(C)C)c(=O)oc2c1
 : -2%, -12%
CCCCn1c(CN2CCN(c3ccc(OC)cc3)CC2)nc2c1c(=O)[nH]c(=O)n2C
 : -6%, -1%
Cc1ccc(CNC(=O)c2sc(C(C)C)nc2C)cc1
 : 4%, -1%
CC(C)C(O)(CC#CCN1CCCC1)c1ccccc1 (centres undefined)
 : -2%, 0%
O=C(NCc1ccccc1)c1ccc(C2SCCS2)cc1
 : -4%, -4%
CN(C)S(=O)(=O)N(CC(=O)N1CCN(c2ccccc2F)CC1)c1ccccc1
 : -1%, -3%
Cc1cccn2c(=O)cc(CSc3nnc(NC(=O)COc4ccccc4)s3)nc12
 : -3%, ?
COc1ccccc1C(NC(=O)c1oc2ccc(Br)cc2c1C)c1nccn1C (centres undefined)
 : -7%, -5%
COc1cccc(CNC(=O)NCc2noc3ccc(C)cc23)c1
 : -6%, -21%
CCOc1ccc(N(C(C)C(=O)NCCSc2ccc(Cl)cc2)S(C)(=O)=O)cc1 (centres undefined)
 : -16%, -24%
N#Cc1c(SCC(=O)N2CCCC2)nc(N2CCCC2)c2c1CCCC2
 : -6%, ?
COc1ccc(C2CC(=O)NC3=C2C(=O)CC(C)(C)C3)cc1 (centres undefined)
 : -3%, -4%
CCCSc1ncc(Cl)c(C(=O)Nc2c(C(=O)Nc3ccc(C)cc3)oc3ccccc23)n1
 : -1%, 9%
COc1ccc(C(=O)COc2cccc(C#N)c2)cc1OC
 : -3%, 2%
Cc1ccc2c(c1)OC=CC(C(=O)Nc1ccc(Cl)c(Cl)c1)=C2
 : -8%, -7%
N#CC1=C(N)Oc2n[nH]c(-c3ccccc3)c2C12C(=O)N(Cc1cccc(F)c1)c1ccccc12 (centres undefined)
 : 8%, 20%

5 entries drawn at random from the list so far:
Results follow in this order: UDG counter, AID inh
COc1ccccc1C(NC(=O)c1oc2ccc(Br)cc2c1C)c1nccn1C (centres undefined)
 : -7%, -5%
COc1ccc(C2CC(=O)NC3=C2C(=O)CC(C)(C)C3)cc1 (centres undefined)
 : -3%, -4%
Cc1ccc2c(c1)OC=CC(C(=O)Nc1ccc(Cl)c(Cl)c1)=C2
 : -8%, -7%
CCOc1ccc(N(C(C)C(=O)NCCSc2ccc(Cl)cc2)S(C)(=O)=O)cc1 (centres undefined)
 : -16%, -24%
N#CC1=C(N)Oc2n[nH]c(-c3ccccc3)c2C12C(=O)N(Cc1cccc(F)c1)c1ccccc12 (centres undefined)
 : 8%, 20%

(further entries)
Results follow in this order: UDG counter, AID inh
CCOc1ccc(/C=C/C(=O)Nc2cccc3cccnc23)cc1OC
 : 2%, 4%
CC(NC(=O)c1cc(F)cc(F)c1)c1cccc(NS(C)(=O)=O)c1 (centres undefined)
 : -7%, -5%
Cc1sc2ncn(CC(=O)Nc3ccc(C(C)C)cc3)c(=O)c2c1S(=O)(=O)N1CCN(c2ncccn2)CC1
 : 0%, 22%
COc1ccc(CNC(=O)Cc2c(C)c3c(OC(C)=O)cc(OC(C)=O)cc3oc2=O)cc1
 : -13%, -5%
Cc1csc(CNC(=O)/C=C/c2cccnc2)n1
 : -5%, 5%
CC(C)CCNC(=O)C(CC(C)C)NC(=O)OC(C)(C)C (centres undefined)
 : 11%, -4%
CC(NC(=O)c1ccco1)c1ccc(-c2ccccc2)cc1 (centres undefined)
 : 5%, 0%
Cc1oc(-c2cccc(Cl)c2)nc1CN1CCC(C(=O)NCCCN2CCN(c3ccc(F)cc3)CC2)CC1
 : ?, 33%[activator]
CC(=O)NCCc1ccccc1
 : -5%, -1%
O=C(Nc1nc(C23CC4CC(CC(C4)C2)C3)cs1)c1cc(-c2cccnc2)nc2ccccc12
 : -3%, 1%
Cc1ccc(NC(=O)Cn2nc(C(=O)Nc3ccc(C)cc3)ccc2=O)cc1
 : 0%, 8%
CC(C)CCNC(=O)c1ccc(NC(=O)N2CCCCc3ccccc32)cc1
 : 7%, -19%
N#Cc1ccccc1CNc1ccc(F)cc1Cl
 : 0%, -3%
COc1ccc(Nc2nc(N3CCCC3)c3nccnc3n2)c(OC)c1
 : -8%, -1%
CCCCc1nc(SCC(=O)Nc2ccc(OC)cc2)c2c3c(sc2n1)COC(C)(C)C3
 : 1%, -4%
COCCCNc1nc2c(c(=O)n(Cc3ccccc3)c(=O)n2C)n1C
 : -6%&-8%, -6%&3%
Cc1ccc(NC(=O)CCc2ncc(-c3c(F)cccc3F)o2)c(O)c1
 : 1%, 9%
Cc1ccc2nc(/C(C#N)=C/c3ccc(-c4ccc(F)cc4F)o3)[nH]c2c1
 : 2%&6%, 12%&-3%
Cc1ccccc1NC(=O)c1cc2ccccc2o1
 : -12%, 11%
Cc1cccc[n+]1Cc1ccccc1
 : 7%, 3%
COc1ccc(NC(C)=O)cc1NC1CCOC1=O (centres undefined)
 : 1%, 25%
Cc1cc(C)c2c(-n3cccc3)c(C(=O)NCc3cccc(F)c3)sc2n1
 : -6%, 5%
COc1ccc(C)cc1NC(=O)Cn1c(=O)ccc2cc(S(=O)(=O)N3CCCC3)ccc21
 : -15%, -7%
CSc1ccc(CCNC(=O)c2cnc3c(C)cccn3c2=O)cc1
 : -29%[57.5 µM], -15%
CCS(=O)(=O)n1nc(-c2ccc(Cl)cc2)nc1N
 : 1%, -1%
C=CCc1ccccc1OCC(O)CN1CCN(c2ccccc2)CC1 (centres undefined)
 : -8%[57.5 µM], ?
Cc1ccccc1NC(=O)CCN1C(=O)c2ccccc2Sc2ncccc21
 : -10%, -4%
Cc1ccc(-c2ccsc2C(=O)N2CCN(S(=O)(=O)c3ccc(F)c(F)c3)CC2)cc1
 : -10%, -10%
Nc1nccnc1C(=O)NCCc1ccc(Cl)cc1
 : 8%, 0%
Cc1ccc(C(CNC(=O)c2cccs2)N2CCC(C)CC2)o1 (centres undefined)
 : -1%, 0%
Cc1ccccc1CNC(=O)C(=O)NCC(c1cccs1)S(=O)(=O)c1cccs1 (centres undefined)
 : -23%, 40%
CCOc1ccc(C(=O)Nc2ccc3oc(-c4cccc(C)c4)nc3c2)cc1[N+](=O)[O-]
 : 0%, ?
Cc1ccc(Nc2c(-c3ccc(N(C)C)cc3)nc3ccccn23)cc1
 : -9%, 1%
CCOC(=O)c1ccccc1NC(=O)c1cc2c(=O)oc3ccc(C)cc3c2s1
 : -4%, 10%
CC1CCCN(Cc2c(O)ccc3c(=O)c(Oc4ccc(C(C)(C)C)cc4)c(C(F)(F)F)oc23)C1 (centres undefined)
 : 25%, 2%
Cc1ccc(S(=O)(=O)n2nc(-c3ccco3)nc2NCc2ccc(N(C)C)cc2)cc1
 : -1%, 4%
CCOc1ccccc1NC(=O)C(C)N(c1ccccc1)S(C)(=O)=O (centres undefined)
 : -3%, -12%
O=C(Nc1cccc(C(F)(F)F)c1)c1cc(-c2ccc3c(c2)OCCO3)on1
 : -11%, ?
COc1cccc(CNC(=O)c2ccc(NC(=O)N3CCSc4nc(C)cc(C)c43)cc2)c1
 : -6%, -5%
COc1cc(NC(=O)Cn2c(-c3ccccc3)cc(C(C)=O)c2C)cc(OC)c1
 : ?, 0%
CCc1cccc(NC(=O)CCS(=O)(=O)c2ccc(C)cc2)c1
 : 14%, 4%
COc1ccc(Oc2c(C)oc3cc(OCC(=O)N4CCC(C(N)=O)CC4)ccc3c2=O)cc1
 : 23%, -11%
Cc1ccc(C(=O)C(C)OC(=O)c2cc(=O)[nH]c3ccccc23)cc1 (centres undefined)
 : 2%, 15%
CCC(CC)C(=O)Nc1ccccc1SCc1cc(=O)n2ccsc2n1
 : 2%, -2%
COc1ccc(-c2cc(OC(=O)c3ccccc3)c3c(C)oc(C)c3c(=O)c2)cc1OC
 : 2%, 22%
CCc1ccc(-c2cc(C(F)(F)F)n3nc(C(=O)NCc4cnn(C)c4)cc3n2)s1
 : 2%, 2%
CNc1c(NC(=O)c2ccc(Br)o2)c(=O)oc2ccccc12
 : 4%, 8%
COC(=O)c1cc2oc(C)cc2n1Cc1c(C)cc(C)cc1C
 : 1%, 10%
N#Cc1c(-c2ccccc2)cc(-c2ccc(Cl)cc2)c(C#N)c1N
 : 4%, 9%
Cc1cc(C)c2nc(-c3cccc(Cl)c3)c(C)c(C(=O)NC3CCCCC3)c2c1
 : -5%, -2%

Later entries:
Results follow in this order: UDG counter, AID inh
O=C1CSc2ccc(C(=O)NCc3ccccc3)cc2N1
 : -3%, -1%
O=C(Cc1cccs1)NC1CCCC(C(F)(F)F)C1 (centres undefined)
 : 6%, 2%
CCc1cc2c(cc3c(=O)n(CC(=O)NCc4cccc(Cl)c4)nc(CC)n32)s1
 : -9%, 3%
CC(=O)c1c(C)oc2ccc(N(C(=O)Oc3ccccc3)S(=O)(=O)c3ccc(Cl)cc3)cc12
 : -12%[57.5 µM], -9%[57.5 µM]
COc1ccc(-c2cc3c(=O)n(CC(=O)Nc4cc(C)ccc4C)ccn3n2)cc1
 : -3%, -13%
Cc1ccc(C(=O)Nc2cccc3cnccc23)cc1S(=O)(=O)N1CCCC1
 : 21%, -1%
O=C(CSc1nc2c([nH]c3ccccc32)c(=O)n1-c1cccc(Cl)c1)N1CCOCC1
 : 6%, 7%
CC(C)c1ccc(Nc2c(-c3ccc(N(C)C)cc3)nc3cnccn23)cc1
 : -10%, 14%
COc1cccc(CNC(=O)C2CCCN(S(=O)(=O)c3ccc4c(ccn4C)c3)C2)c1OC (centres undefined)
 : 15%, 16%
CCc1ccc(N2C(=O)CSC23C(=O)N(Cc2ccc(C)cc2)c2ccccc23)cc1 (centres undefined)
 : -1%, -16%
